# Compound activity: PubChem, Broad Institute
# BioA inh – M. tuberculosis BioA enzyme inhibitors, primary screen, biochemical, plate reader, single point, HTS. 7,8-diaminopelargonic acid synthase BioA (Mycobacterium tuberculosis). purified M. tuberculosis BioA enzyme. inhibition, % at 9.99 µM. hit rate 0.096% among 360,000; in the data active = inhibition above about 40%
# The depositor's hits bear a star.
> O=C(C[C@@H]1C[C@H]2c3cc(NC(=O)Nc4ccc(F)cc4)ccc3O[C@H]2[C@@H](CO)O1)NC1CCCC1
  BioA inh: -1.3
> C[C@H]1CN([C@@H](C)CO)C(=O)Cc2cc(NS(=O)(=O)c3cccs3)ccc2O[C@@H]1CN(C)CC1CCCCC1
  BioA inh: 3.1
> COc1ccc(CNC(=O)C[C@H]2C[C@H]3c4cc(NC(=O)CC5CC5)ccc4O[C@H]3[C@H](CO)O2)cc1
  BioA inh: -1.1
> COc1ccc(NC(=O)Nc2cccc3c2O[C@H](CN(C)C)[C@H](C)CN([C@H](C)CO)C3=O)cc1
  BioA inh: -4.1
> C[C@@H]1CN([C@H](C)CO)S(=O)(=O)c2ccc(-c3ccncc3)cc2O[C@H]1CN(C)C(=O)C1CC1
  BioA inh: 0.0
> C[C@@H]1CN([C@@H](C)CO)C(=O)c2cccc(NC(=O)c3ccc(-c4nccs4)cc3)c2O[C@@H]1CN(C)Cc1ccncc1
  BioA inh: -4.8
> CNC[C@H]1Oc2ccc(NC(=O)Nc3cccc4ccccc34)cc2C(=O)N([C@H](C)CO)C[C@H]1C
  BioA inh: 1.4
> C[C@H](CO)N1C[C@H](C)[C@H](CN(C)C(=O)NC2CCCC2)Oc2ncc(C#CCN(C)C)cc2C1=O
  BioA inh: 0.2
> O=C(C[C@H]1C[C@H]2c3cc(NC(=O)C4CCC4)ccc3O[C@H]2[C@@H](CO)O1)NCc1ccc2c(c1)OCO2
  BioA inh: -1.9
> CCCN1[C@@H]2Cn3c(ccc(-c4ccccc4F)c3=O)[C@H]1[C@@H](C(=O)NCC)[C@@H]2CO
  BioA inh: -1.3

# Three entries from above, set out differently.
smiles,BioA inh
C[C@@H]1CN([C@H](C)CO)S(=O)(=O)c2ccc(-c3ccncc3)cc2O[C@H]1CN(C)C(=O)C1CC1,0.0
C[C@@H]1CN([C@@H](C)CO)C(=O)c2cccc(NC(=O)c3ccc(-c4nccs4)cc3)c2O[C@@H]1CN(C)Cc1ccncc1,-4.8
CNC[C@H]1Oc2ccc(NC(=O)Nc3cccc4ccccc34)cc2C(=O)N([C@H](C)CO)C[C@H]1C,1.4

# (more compounds)
> COc1ccc(S(=O)(=O)N(C)C[C@@H]2Oc3ccc(NS(=O)(=O)c4ccc(C)cc4)cc3CC(=O)N([C@@H](C)CO)C[C@H]2C)cc1
  BioA inh: -2.0
> CCNC(=O)C[C@H]1CC[C@@H]2[C@H](COc3ccc(NC(=O)c4ccc(F)c(F)c4)cc3C(=O)N2C)O1
  BioA inh: 33
> COc1ccc(S(=O)(=O)N(C)C[C@H]2Oc3ccc(NS(=O)(=O)c4cccs4)cc3CC(=O)N([C@H](C)CO)C[C@@H]2C)cc1
  BioA inh: 13
> CC(=O)N(C)C[C@@H]1OCc2ccccc2-c2c(n(C)c3ccccc23)C(=O)N([C@@H](C)CO)C[C@H]1C
  BioA inh: -0.1
> Cc1ccc(S(=O)(=O)N(C)C[C@H]2OCCCC[C@@H](C)Oc3ccc(NS(=O)(=O)c4ccc(F)cc4)cc3C(=O)N([C@H](C)CO)C[C@@H]2C)cc1
  BioA inh: -2.7
> OC[C@H]1Nc2ccc(-c3ccccc3)cc2[C@@H]2[C@H]1CCN2Cc1ccccc1F
  BioA inh: 7.1
> C[C@H]1CN([C@@H](C)CO)C(=O)c2cc(NC(=O)Cc3cn(C)c4ccccc34)ccc2O[C@@H]1CN(C)S(=O)(=O)c1cn(C)cn1
  BioA inh: -2.3
> O=C(C1CC1)N1C[C@@H]2[C@H](c3ccccc31)[C@@H](CO)N2C(=O)c1cccc(F)c1
  BioA inh: 3.1
> CCN1[C@H](C(=O)NCCc2cn(C)cn2)[C@@H](CO)[C@@H]2Cn3c(ccc(-c4ccc(F)cc4)c3=O)[C@@H]21
  BioA inh: 0.7
> COC(=O)CCCCCCC(=O)NOCc1ccccc1
  BioA inh: -0.5

> Cc1ccc(-c2ccc([C@@H]3[C@H](CO)N4CCCCN(Cc5cncnc5)C[C@@H]34)cc2)cc1
  BioA inh: -0.3
> C/C=C/c1ccc([C@H]2[C@@H](C#N)N(C(=O)Cc3ccccn3)[C@H]2CO)cc1
  BioA inh: -2.1
> CCCNC(=O)N(C)C[C@@H]1Oc2cc(C#Cc3ccccn3)ccc2S(=O)(=O)N([C@H](C)CO)C[C@H]1C
  BioA inh: 3.2
> C[C@H]1CN([C@@H](C)CO)C(=O)c2cccc(NC(=O)C3CCCCC3)c2O[C@@H]1CN(C)Cc1ccc(C(=O)O)cc1
  BioA inh: 0.0
> C[C@H]1CN([C@@H](C)CO)C(=O)c2cc(-c3ccccc3)cnc2O[C@@H]1CN(C)C(=O)c1cccnc1
  BioA inh: 0.9
> Cc1ccccc1S(=O)(=O)N[C@@H]1CC[C@H](CCNS(=O)(=O)c2cccc(F)c2)O[C@H]1CO
  BioA inh: 0.6
> CCC(=O)Nc1ccc2c(c1)OC[C@@H](C)N(C(C)=O)C[C@H](C)[C@@H](OC)CN(C)C2=O
  BioA inh: -2.6
> C[C@@H]1CN([C@@H](C)CO)C(=O)c2cc(C#Cc3ccccn3)cnc2O[C@H]1CN(C)CC1CCCC1
  BioA inh: -0.1
> Cc1ccc(S(=O)(=O)N(C)C[C@H]2Oc3ncc(C#CC4(O)CCCC4)cc3C(=O)N([C@@H](C)CO)C[C@@H]2C)cc1
  BioA inh: 1.3
> C[C@H](CO)N1C[C@H](C)[C@@H](CN(C)Cc2ccc(-c3ccccc3)cc2)Oc2ccc(NC(=O)CCC(F)(F)F)cc2CC1=O
  BioA inh: -1.3

> CO[C@@H]1CN(C)C(=O)c2cc(NS(=O)(=O)c3ccccc3)ccc2OC[C@@H](C)N(Cc2ccccn2)C[C@@H]1C
  BioA inh: 1.7
> CC(C)C#Cc1cnc2c(c1)C(=O)N([C@@H](C)CO)C[C@H](C)[C@@H](CN(C)C(=O)Nc1ccccc1)O2
  BioA inh: -0.1
> C[C@@H]1CN([C@@H](C)CO)C(=O)c2cc(NC(=O)NC3CCCCC3)ccc2O[C@@H]1CN(C)S(=O)(=O)c1cccs1
  BioA inh: 1.3
> COc1ccc(-c2ccc3c(c2)[C@@H]2[C@@H](CCN2S(=O)(=O)c2ccc(OC)cc2)[C@H](CO)N3)cc1
  BioA inh: -1.8
> CO[C@H]1CN(C)C(=O)c2cc(NC(=O)c3ccc4c(c3)OCO4)ccc2OC[C@H](C)N(CC2CC2)C[C@H]1C
  BioA inh: 0.5
> Cc1ccc(S(=O)(=O)NCC[C@H]2CC[C@@H](NC(=O)Nc3ccccc3F)[C@@H](CO)O2)cc1
  BioA inh: 0.7
> Cc1ccc(S(=O)(=O)Nc2ccc3c(c2)C(=O)N([C@H](C)CO)C[C@H](C)[C@@H](CN(C)S(=O)(=O)c2ccc(Cl)cc2)OCCCC[C@@H](C)O3)cc1
  BioA inh: -1.1
> O=C(C[C@H]1CC[C@H](NS(=O)(=O)c2ccccc2)[C@@H](CO)O1)NCc1ccc(Cl)c(Cl)c1
  BioA inh: -4.1
> C[C@H](CO)N1C[C@H](C)[C@@H](CN(C)C(=O)Nc2ccccc2)Oc2ccc(NC(=O)Cn3cnnn3)cc2CC1=O
  BioA inh: 0.2
> CC(C)OC(=O)N(C)C[C@@H]1OCc2ccccc2-c2c(n(C)c3ccccc23)C(=O)N([C@H](C)CO)C[C@H]1C
  BioA inh: 1.9

> O=C(C[C@H]1C[C@H]2c3cc(NS(=O)(=O)c4ccc(F)cc4)ccc3O[C@H]2[C@H](CO)O1)NCC1CC1
  BioA inh: -0.1
> C[C@H](CO)N1C[C@H](C)[C@H](CN(C)C(=O)Nc2ccccc2)Oc2ncc(-c3ccc(C#N)cc3)cc2C1=O
  BioA inh: 0.2
> Cc1ccccc1S(=O)(=O)N[C@H]1CC[C@@H](CCNS(=O)(=O)c2cccc(F)c2)O[C@@H]1CO
  BioA inh: 1.0
> C[C@@H]1CCCCO[C@H](CN(C)C(=O)NC2CCCCC2)[C@@H](C)CN([C@H](C)CO)C(=O)c2cc(NC(=O)Nc3ccccc3)ccc2O1
  BioA inh: 1.8
> C[C@H](CO)N1C[C@H](C)[C@H](CN(C)S(=O)(=O)c2cccs2)OCCCC[C@H](C)Oc2ccc(NC(=O)Nc3cccc4ccccc34)cc2C1=O
  BioA inh: -2.1
> C[C@H]1CN([C@@H](C)CO)C(=O)c2cc(NC(=O)C3CC3)ccc2O[C@H]1CN(C)S(=O)(=O)c1ccc(Cl)cc1
  BioA inh: 3.3
> Cc1ccc(S(=O)(=O)N(C)C[C@@H]2OCCCC[C@@H](C)Oc3ccc(NC(=O)C4CCCCC4)cc3C(=O)N([C@H](C)CO)C[C@@H]2C)cc1
  BioA inh: 1.3
> O=C(NCC1CC1)[C@@H]1[C@@H](CO)[C@@H]2Cn3c(ccc(-c4ccccc4)c3=O)[C@@H]2N1Cc1cocn1
  BioA inh: -0.4
> CC(C)NC(=O)N[C@H]1CC[C@@H](CCNC(=O)C2CCC2)O[C@H]1CO
  BioA inh: -0.9
> C[C@@H]1CN([C@H](C)CO)C(=O)c2cccc(NC(=O)c3ccncc3)c2O[C@H]1CN(C)Cc1ccc(C(=O)O)cc1
  BioA inh: -2.7

> CO[C@H]1CN(C)C(=O)c2ccc(NS(=O)(=O)c3ccccc3)cc2OC[C@@H](C)N(Cc2ccccn2)C[C@@H]1C
  BioA inh: -1.8
> Cc1ccc(-c2ccc3c(c2)O[C@@H](CN(C)C(=O)C2CC2)[C@H](C)CN([C@@H](C)CO)S3(=O)=O)cc1
  BioA inh: 3.9
> C[C@H]1CN([C@@H](C)CO)C(=O)Cc2cc(NC(=O)NC3CCCCC3)ccc2O[C@@H]1CN(C)Cc1ccc(-c2ccccc2)cc1
  BioA inh: -2.5
> C[C@H](O)C#Cc1ccc2c(c1)O[C@@H](CN(C)C(=O)CC1CC1)[C@@H](C)CN([C@@H](C)CO)S2(=O)=O
  BioA inh: 0.3
> C[C@H]1CN([C@@H](C)CO)C(=O)Cc2cc(NC(=O)Cc3ccccc3)ccc2O[C@H]1CN(C)Cc1ccc(C(F)(F)F)cc1
  BioA inh: 0.3
> CN1CCN(C(=O)C[C@H]2CC[C@@H]3[C@H](COC[C@@H](O)CN3Cc3ccc(Oc4ccccc4)cc3)O2)CC1
  BioA inh: -0.5
> C[C@H]1CN([C@@H](C)CO)C(=O)c2cc(-c3ccc(C#N)cc3)cnc2O[C@H]1CN(C)Cc1cccnc1
  BioA inh: 18
> CC(C)NC(=O)Nc1ccc2c(c1)CC(=O)N([C@@H](C)CO)C[C@H](C)[C@@H](CN(C)C)O2
  BioA inh: -3.4
> C[C@@H]1CN([C@H](C)CO)S(=O)(=O)c2ccc(-c3ccc(F)cc3)cc2O[C@@H]1CN(C)C(=O)c1ccccc1F
  BioA inh: -0.4
> COCC(=O)Nc1ccc2c(c1)C(=O)N(C)[C@@H]1CC[C@H](CC(=O)Nc3cn(C)nc3C)O[C@H]1CO2
  BioA inh: -2.9

> C[C@H](CO)N1C[C@H](C)[C@@H](CN(C)Cc2ccccc2)OCCCC[C@H](C)Oc2ccc(NC(=O)c3ccncc3)cc2C1=O
  BioA inh: 0.7
> CCCN(C)C[C@@H]1Oc2ncc(C#CC3CCCCC3)cc2C(=O)N([C@H](C)CO)C[C@H]1C
  BioA inh: -0.2
> CCC(=O)Nc1ccc2c(c1)OC[C@@H](C)N(C(=O)C1CCC1)C[C@@H](C)[C@H](OC)CN(C)C2=O
  BioA inh: -0.5
> CCNC(=O)[C@@H]1[C@@H](CO)[C@@H]2Cn3c(ccc(-c4ccccc4F)c3=O)[C@@H]2N1C(=O)CC
  BioA inh: 1.0
> CN(C)C(=O)C[C@H]1CC[C@@H](NC(=O)c2ccc(F)cc2)[C@@H](CO)O1
  BioA inh: -0.9
> CCC(=O)N1C[C@H](C)[C@H](OC)CN(C)C(=O)c2cc(NC(=O)C3CCOCC3)ccc2OC[C@@H]1C
  BioA inh: -1.3
> O=C(C[C@H]1CC[C@@H](NC(=O)C2CC2)[C@H](CO)O1)NCc1ccccc1Cl
  BioA inh: -1.5
> O=C(CN1CCOCC1)N[C@@H]1CC[C@@H](CCn2cc(C3CC3)nn2)O[C@@H]1CO
  BioA inh: -2.0
> C[C@H](CO)N1C[C@H](C)[C@H](CN(C)Cc2ccc(Oc3ccccc3)cc2)Oc2ccc(NC(=O)Cc3ccccc3)cc2C1=O
  BioA inh: -2.4
> O=C(Cc1cccnc1)N[C@H]1CC[C@H](CCNS(=O)(=O)c2ccccc2Cl)O[C@@H]1CO
  BioA inh: 0.6

> COc1cccc(CNC(=O)[C@@H]2[C@@H](CO)[C@@H]3Cn4c(ccc(-c5cncnc5)c4=O)[C@H]2N3C(C)=O)c1
  BioA inh: -0.4
> C[C@@H]1CN([C@@H](C)CO)C(=O)c2cc(NS(C)(=O)=O)ccc2O[C@@H]1CN(C)C(=O)Nc1ccccc1
  BioA inh: 0.6
> C/C=C/c1cnc2c(c1)C(=O)N([C@@H](C)CO)C[C@@H](C)[C@@H](CN(C)Cc1cncnc1)O2
  BioA inh: -5.2
> CC(=O)N(C)C[C@H]1[C@H](c2ccc(C3=CCCC3)cc2)[C@H](CO)N1CC1CC1
  BioA inh: 0.6
> CCC(=O)Nc1ccc2c(c1)OC[C@H](C)N(CC1CCOCC1)C[C@H](C)[C@H](OC)CN(C)C2=O
  BioA inh: -0.2
> COc1ccccc1C#Cc1ccc2c(c1)O[C@H](CN(C)C(C)=O)[C@H](C)CN([C@@H](C)CO)S2(=O)=O
  BioA inh: 1.5
> Cc1ccc(-c2cnc3c(c2)C(=O)N([C@H](C)CO)C[C@@H](C)[C@@H](CN(C)C(=O)Cc2cccnc2)O3)cc1
  BioA inh: -11
> O=C(C[C@H]1CC[C@@H](NC(=O)c2cccc(F)c2)[C@H](CO)O1)NCc1ccc(Oc2ccccc2)cc1
  BioA inh: -1.6
> C=CC[C@]1(C(=O)N(C)C)COC(c2ccc(OCCCO)cc2)=N1
  BioA inh: -0.1
> COC(=O)C[C@@H]1CC[C@@H]2[C@@H](COc3ccc(NS(C)(=O)=O)cc3C(=O)N2C)O1
  BioA inh: -1.7
> CCCNC(=O)Nc1ccc2c(c1)OC[C@@H](C)N(Cc1ccccc1)C[C@@H](C)[C@H](OC)CN(C)C2=O
  BioA inh: 2.3
> CN(C)CC#Cc1cccc(-c2nc(C(=O)N3CCN(C)CC3)cc3c2[C@@H](CCO)N(S(=O)C(C)(C)C)C3)c1 (stereo partly drawn)
  BioA inh: -1.0

# A portion of the library; count on the stated rates, not on these rows.
